Assay outcomes: PubChem, several laboratories
PME-1 primary: PME-1 inhibitors via competitive probe labeling, primary screen, biochemical, fluorescence polarization, FP-Rh probe, HTS. inhibition, % at 5.9 µM. AID 2130, 2009. hit rate 0.53% among 320,000. Protein phosphatase methylesterase 1 (Homo sapiens), Q9Y570. recombinant PME-1;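 active = inhibition above the campaign mean of all compounds plus 3 SD, cut at about 26% in these data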;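 note: competitive labeling of PME-1 active site by serine hydrolase directed probe; 0% = PME-1 with DMSO and 100% = wells lacking PME-1 enzyme; inhibitors block probe labeling so polarization falls and inhibition rises; many of its hits are not listed in these tables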
Target sequence (Q9Y570 whole entry, looked up): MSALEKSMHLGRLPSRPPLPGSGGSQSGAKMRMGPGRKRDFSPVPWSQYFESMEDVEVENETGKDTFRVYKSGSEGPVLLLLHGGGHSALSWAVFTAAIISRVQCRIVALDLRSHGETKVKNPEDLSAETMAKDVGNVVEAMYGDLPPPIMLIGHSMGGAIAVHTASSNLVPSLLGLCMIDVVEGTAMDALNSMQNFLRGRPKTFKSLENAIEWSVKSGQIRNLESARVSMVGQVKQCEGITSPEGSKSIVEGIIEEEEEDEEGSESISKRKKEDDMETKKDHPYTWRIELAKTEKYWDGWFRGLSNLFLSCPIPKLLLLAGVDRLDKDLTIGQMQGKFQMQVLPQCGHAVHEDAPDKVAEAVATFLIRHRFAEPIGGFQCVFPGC
Bcl-xL primary: inhibitors of human Bcl-xL, primary screen, biochemical, fluorescence polarization, HTS; inhibition, % at 10.9 µM; GST-Bcl-xL / FITC-Bim BH3 peptide fluorescence polarization; Bcl-2-like protein 1 (Homo sapiens), Q07817; hit rate 0.7% among 320,000;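 active = inhibition above the mean of all tested compounds plus 3 SD, cutoff set per campaign, cut at about 30% in these data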;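 note: 0% = DMSO wells and 100% = unlabeled Bim-BH3 peptide competitor; inhibitors lower millipolarization by displacing the labeled peptide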
Target sequence (Q07817 whole entry, looked up): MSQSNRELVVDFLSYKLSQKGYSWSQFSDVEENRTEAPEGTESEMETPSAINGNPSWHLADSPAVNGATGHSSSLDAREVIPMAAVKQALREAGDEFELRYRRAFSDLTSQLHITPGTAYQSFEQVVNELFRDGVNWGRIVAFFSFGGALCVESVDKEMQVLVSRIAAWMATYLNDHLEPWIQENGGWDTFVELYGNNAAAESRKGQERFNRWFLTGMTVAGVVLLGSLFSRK
Fam108B inh: mouse Fam108B serine hydrolase inhibitors, primary screen, counter-screen for RBBP9 inhibitor project, biochemical, fluorescence polarization; recombinant Fam108B, FP-Rh probe fluorescence polarization; AID 1947, 2009; inhibition, % at 9.51 µM; hit rate 0.33% among 300,000;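 active = inhibition above the screen mean inhibition plus 3 SD, computed separately per campaign, cut at about 18% in these data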;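 note: inhibitors lower polarization as less probe binds the enzyme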
MEX-5 binding: MEX-5 zinc finger RNA-binding disruptors – biochemical, C. elegans, fluorescence polarization, MLPCN library, primary screen; activity score (negative = inhibition of binding), % at 10 µM; MEX-5/FITC-TCR2 RNA binding; active compounds read low; Zinc finger protein mex-5 (Caenorhabditis elegans), Q9XUB2; hit rate 0.38% among 300,000;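 active = inhibition past about -25% in most replicates, and total fluorescence under double the plate's negative control median, limit read from the data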;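 note: 0% = DMSO and -100% = 5 µM competing unlabeled TCR2 RNA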
Target sequence (Q9XUB2 whole entry, looked up): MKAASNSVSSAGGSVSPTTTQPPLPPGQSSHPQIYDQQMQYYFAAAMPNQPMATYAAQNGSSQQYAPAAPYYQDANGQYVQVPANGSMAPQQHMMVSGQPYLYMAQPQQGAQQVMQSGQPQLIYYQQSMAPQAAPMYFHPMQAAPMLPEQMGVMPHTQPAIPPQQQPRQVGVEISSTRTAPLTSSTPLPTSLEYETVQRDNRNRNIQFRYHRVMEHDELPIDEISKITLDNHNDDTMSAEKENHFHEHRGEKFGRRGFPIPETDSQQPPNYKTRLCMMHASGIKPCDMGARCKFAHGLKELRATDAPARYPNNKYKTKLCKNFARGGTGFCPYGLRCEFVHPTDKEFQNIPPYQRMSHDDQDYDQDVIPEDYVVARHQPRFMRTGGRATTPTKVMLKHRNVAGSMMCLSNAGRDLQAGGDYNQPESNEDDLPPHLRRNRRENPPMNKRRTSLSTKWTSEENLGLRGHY
MCL1 BIM primary: inhibitors of MCL1 binding to BIM-BH3, primary screen, biochemical, fluorescence polarization; Induced myeloid leukemia cell differentiation protein Mcl-1 (Homo sapiens), Q07820; GST-MCL1 / FITC-Bim-BH3 fluorescence polarization; inhibition, % at 10.9 µM; hit rate 0.68% among 320,000;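 active = inhibition above the mean inhibition of all tested compounds plus 3 SD, set per campaign, cut at about 40% in these data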;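 note: 0% = DMSO wells and 100% = unlabeled Bim-BH3 peptide control; higher means more loss of mP so more displacement of Bim peptide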
GLD-1 TGE inh: GLD-1/TGE RNA complex disruptors, primary screen, biochemical, fluorescence polarization; Female germline-specific tumor suppressor gld-1 (Caenorhabditis elegans), Q17339; purified GLD-1 + fluorescein TGE RNA; inhibition, % at 5.96 µM; hit rate 0.44% among 320,000;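 active = percent inhibition above a per-plate cutoff, the plate mean of test compounds plus 3 SD, cut at about 30% in these data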;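 note: 0% = DMSO wells with GLD-1 and probe and 100% = wells lacking GLD-1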
TPT1 inhibitor: Candida albicans TPT1 enzyme inhibitors, primary screen, biochemical, fluorescence polarization. recombinant caTPT1, FP RNA substrate dephosphorylation. hit rate 0.81% among 300,000. inhibition, % at 5 µM. tRNA 2'-phosphotransferase TPT1 (Candida albicans SC5314);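 active = inhibition above the mean of all tested compounds plus 3 SD, set per screening campaign, cut at about 24% in these data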;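 note: plate controls were DMSO alone for no effect and ferristatin control at 100 nM for full effect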
GSTO1 counter: inhibitors of recombinant GSTO1, primary screen, counter-screen for RBBP9 inhibitor project, biochemical, fluorescence polarization; Glutathione S-transferase omega-1 (Homo sapiens), P78417; activity-based probe fluorescence polarization; inhibition, % at 5.96 µM; hit rate 1.1% among 300,000; AID 1974, 2009;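 active = inhibition above the campaign mean inhibition plus 3 SD, cut at about 35% in these data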;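 note: 0% = GSTO1-1 with DMSO and 100% = wells lacking GSTO1-1 enzyme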
PAD4 FP inh: human PAD4 inhibitors, primary screen, biochemical, fluorescence polarization, 1536-well format. Protein-arginine deiminase type-4 (Homo sapiens), Q9UM07. inhibition, % at 6.36 µM. AID 485272, 2010. hit rate 0.41% among 330,000. recombinant PAD4, RCA probe fluorescence polarization;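 active = percent inhibition above a cutoff equal to the mean of all tested compounds plus 3 SD, cut at about 15% in these data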;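 note: 0% = PAD4 with RCA probe and DMSO and 100% = probe without PAD4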
The depositor's hits bear a star; . = no result given. These rows are one share of the data. The share of hits here may be higher or lower than overall.

SMILES	PME-1 primary	Bcl-xL primary	Fam108B inh	MEX-5 binding	MCL1 BIM primary	GLD-1 TGE inh	TPT1 inhibitor	GSTO1 counter	PAD4 FP inh
Cc1nc2cc(C(=O)NCc3ccc4c(c3)OCO4)ccc2n1-c1ccc(Br)cc1	-8.7	2.6	-0.2	-1.5	-2.9	-0.2	0.8	1.4	-3.7
CCOc1ccc(N=Nc2c(C)[nH]n(-c3ccccc3)c2=O)cc1	6.7	0.7	2.6	-3.0	0.0	4.4	1.7	-3.8	-1.1
O=C(NCCc1ccccc1)c1noc2c1CCCCC2	-2.7	-1.4	-2.9	.	2.7	9.4	2.4	1.2	0.4
Cc1ccc(SCCC(=O)N/N=C/c2ccncc2)cc1	-1.4	4.6	-0.4	2.3	1.1	2.2	-0.9	3.5	-3.8
O=C(Cc1ccccc1)NCC(=O)OCc1ccccc1F	-1.9	-3.0	-1.2	0.3	-3.8	-3.6	-2.1	2.6	-3.0
COc1ccc(Nc2ncnc3ccccc23)c(OC)c1	-1.5	2.8	-0.3	-1.1	2.1	-4.2	-1.6	3.6	3.1
O=C1OCC(c2ccccc2)=C1c1ccccc1[N+](=O)[O-]	-8.6	8.7	2.6	-0.2	9.2	-2.8	-0.2	-6.5	0.0
O=c1[nH]c2ccccc2c(=O)n1Cc1ccccc1	-3.1	6.8	0.2	0.3	1.2	2.1	0.0	-5.7	0.7
Cc1nccn1CC(O)Cn1c2ccccc2c2ccccc21 (configuration not stated)	-1.9	-0.4	1.9	-2.6	2.1	2.3	-1.1	5.4	-2.1
Cc1cc(C)nc(NC(=O)c2cccc(Cl)c2)n1	0.3	2.8	-1.0	-0.8	1.9	0.4	2.5	0.4	-2.3
COc1ccc(S(=O)(=O)N2CCCCC2)cc1NC(=O)COc1ccccc1	14.8	3.4	-3.6	0.9	-3.2	0.3	0.1	-8.4	0.4
Nc1cccc(-n2nnnc2CN2CCOCC2)c1	2.1	-3.2	-0.6	-0.9	4.5	-1.3	-2.5	5.3	4.5
NC(=O)C1CCN(c2ncnc3c(-c4ccccc4)nsc23)CC1	-4.6	7.0	4.5	-0.7	6.2	0.2	-0.3	2.9	0.7
NNC(=O)COc1ccc(-c2n[nH]c(C(F)(F)F)c2-c2ccc(Br)cc2)c(O)c1	-18.7	3.5	-13.6	-1.0	11.0	1.9	2.6	-8.9	3.5
CN(C)S(=O)(=O)c1ccc(N2CCCC2)c(C(=O)Nc2ccc(C(N)=O)cc2)c1	0.5	-2.3	-4.0	2.9	-7.0	7.5	-1.6	7.8	0.2
COc1ccc(N(Cc2cc3cc(OC)ccc3[nH]c2=O)S(=O)(=O)c2ccc(NC(C)=O)cc2)cc1	-3.0	10.0	0.9	2.1	3.5	6.0	0.2	-5.6	-2.1
CCOC(=O)N/N=C/c1cn(CCCOc2ccccc2)c2ccccc12	-2.6	3.0	3.5	-0.1	-8.0	-0.4	-3.1	5.3	-3.3
Cc1ccccc1N1CCN(C2CCCN(C(=O)CN3CCCC3=O)C2)CC1 (configuration not stated)	3.7	0.3	-0.3	2.4	6.3	11.9	0.9	-1.8	-4.5
Cc1ccc(CNC(=O)c2ccccc2N(C)S(C)(=O)=O)cc1	-1.4	2.2	-2.2	-0.4	8.2	6.8	2.9	5.3	-3.4
Cc1cccc(-n2c(SCC(=O)N3CC(=O)Nc4ccccc43)nc3ccccc3c2=O)c1C	1.4	-1.7	-4.0	-0.3	-22.7	2.1	0.0	-1.1	-3.4
O=C(CSCc1c(F)cccc1Cl)NCc1ccncc1	-3.8	5.0	10.7	2.6	6.2	3.8	-2.1	1.0	-2.5
CCC(C)c1ccc(NC(=S)Nc2ccc(OC)c(OC)c2)cc1 (configuration not stated)	6.7	5.8	5.6	1.0	11.4	2.3	-0.6	5.8	-0.3
COc1cccc(C(=O)Nc2nnc(-c3ccc(OC)cc3OC)s2)c1	-2.7	-1.0	-14.8	-2.8	-3.4	9.4	-2.4	5.0	4.1
COc1ccc(C2c3ccc(O)cc3Oc3ncn(Cc4ccco4)c(=N)c32)cc1OC (configuration not stated)	-0.1	18.9	0.2	-28.8*	17.9	3.9	-1.8	-1.5	-5.2
COc1ccccc1C(C)NCC(=O)NCC(=O)Nc1ccc(F)c(F)c1F (configuration not stated)	-3.0	4.5	2.9	1.4	0.7	-2.2	-2.8	-3.3	0.7
CN1CCN(c2ccccc2NC(=O)Cc2ccc(Cl)cc2)CC1	3.5	-2.9	-1.4	2.8	-1.9	3.4	1.9	-3.6	2.9
CCOC(=O)c1cccc(NC(=O)Nc2ccc3c(c2)C(=O)OC3)c1	0.8	9.4	-24.4	-2.9	1.1	2.2	-3.1	0.5	-0.3
Cc1ccc2nc(NCCNC(=O)c3ccccc3)c(C#N)cc2c1	-2.1	13.2	-1.7	-3.6	-4.7	4.5	5.3	7.7	-6.2
Cc1ccc(OCC(=O)OC(C)CN(C)Cc2ccccc2)cc1 (configuration not stated)	9.4	3.2	-0.5	0.6	1.5	-6.1	-0.4	0.7	1.9
COc1ccc(OC)c(S(=O)(=O)Nc2ccc(CC(=O)O)cc2)c1	-0.8	1.9	-2.4	2.0	4.3	4.7	0.3	-0.1	-1.9
O=C(O)c1sccc1S(=O)(=O)c1ccccc1	3.5	4.9	5.3	-0.4	-6.5	-2.0	1.1	-0.4	-2.1
COc1cccc(C(=O)O/N=C/c2ccc(Sc3ccc(C)cc3)nc2)c1	-3.4	0.1	-3.8	2.2	-3.5	-2.5	0.9	-2.4	-4.7
Cc1ccc(SCC(=O)N2CCCC2)cc1	-2.0	5.2	-3.3	-0.1	6.5	-2.2	-3.2	3.7	2.6
CN(CCCN1CCOCC1)Cc1cn(C)nc1-c1ccccc1F	0.8	5.0	3.2	-0.7	4.4	2.9	-1.7	-12.2	-2.4
CCOC(=O)C1=C(C)NC(C)=C(C(=O)OCC)C1c1nc2ccccc2[nH]1	-6.0	6.9	-3.8	1.9	6.0	5.7	-0.7	2.4	0.3
CCN(CC(N)=O)S(=O)(=O)c1ccc(F)cc1	-2.3	3.6	2.4	0.4	3.3	-5.1	-5.1	5.2	4.7
COc1cc(OC)c(OC)cc1/C=C/c1cc(C(F)(F)F)[nH]c(=O)n1	4.7	-13.3	-0.9	-11.9	-29.2	-0.1	73.4*	-5.9	-1.0
COc1cc(/C=C/C(=O)OCC(=O)N2CCC(C)CC2)ccc1OCC#N	-1.4	2.6	.	.	4.3	-4.0	.	.	-2.9
N#CCCNS(=O)(=O)c1ccc(C(=O)OCC2CCCCC2)cc1	-5.8	2.3	0.3	-0.6	0.5	6.9	-1.6	-3.1	-3.2
CC(=O)N1c2ccc(S(=O)(=O)N(C)c3cc(C)ccc3C)cc2CC1C (configuration not stated)	6.5	-4.7	-1.2	-0.4	9.0	-6.1	-1.5	-3.8	3.6

Two records picked at random from those above, as already listed:
SMILES	PME-1 primary	Bcl-xL primary	Fam108B inh	MEX-5 binding	MCL1 BIM primary	GLD-1 TGE inh	TPT1 inhibitor	GSTO1 counter	PAD4 FP inh
COc1ccccc1C(C)NCC(=O)NCC(=O)Nc1ccc(F)c(F)c1F (configuration not stated)	-3.0	4.5	2.9	1.4	0.7	-2.2	-2.8	-3.3	0.7
COc1ccc(OC)c(S(=O)(=O)Nc2ccc(CC(=O)O)cc2)c1	-0.8	1.9	-2.4	2.0	4.3	4.7	0.3	-0.1	-1.9

Carrying on:
SMILES	PME-1 primary	Bcl-xL primary	Fam108B inh	MEX-5 binding	MCL1 BIM primary	GLD-1 TGE inh	TPT1 inhibitor	GSTO1 counter	PAD4 FP inh
C[C@H](NC(=O)c1nc[nH]c1C(=O)N1CCc2ccccc2C1)C(=O)OCc1ccccc1	3.0	2.0	2.7	5.2	-5.9	1.8	-0.4	5.8	-3.7
CCOC(=O)N1CCN(C(=O)c2ccc(NC(=O)c3ccc(C)cc3)cc2)CC1	-4.6	3.5	2.2	-0.3	-2.1	2.8	-6.0	-5.3	-5.6
CCOC(=O)c1nn(-c2ccccc2)c(=O)cc1OCC(=O)Nc1cccc(OC)c1	-5.6	-8.3	-0.7	0.4	-14.2	0.5	2.8	8.5	0.1
Cc1ccc(S(=O)(=O)N2CCCCC2CCNC(=O)C(=O)NCc2ccco2)cc1 (configuration not stated)	2.0	1.4	-0.3	0.7	2.1	12.7	-0.2	8.0	-2.1
O=C(c1ccco1)N1CCN(S(=O)(=O)c2cc(Cl)ccc2Cl)CC1	4.1	6.3	-5.3	0.1	12.3	5.2	-3.8	12.2	-1.6
CNC(=S)NN(c1ccccc1)c1ccccc1	2.0	5.5	-0.1	1.6	14.5	2.3	-0.9	4.6	4.2
CC(NC(=O)Nc1ccc([N+](=O)[O-])cc1)C(c1cccs1)N1CCCC1 (configuration not stated)	0.1	52.5*	1.6	-1.9	2.0	3.9	1.4	2.3	1.3
COC(=O)c1cc(S(=O)(=O)N2CCC(C)CC2)cn1C	2.0	0.1	-0.6	-2.5	-7.2	-3.8	-6.1	-0.3	-2.3
Cc1cc(C)c2c(=O)cc(C(F)F)oc2c1	-8.4	0.6	-3.3	0.1	-1.1	9.7	-1.1	6.8	2.0
Cc1cccc(NC(=O)CN2CCN(C(=O)C(C)Oc3ccc(C#N)cc3)CC2)c1C (configuration not stated)	2.1	-13.8	.	.	-17.3	-6.0	.	.	2.6
O=C(Cc1cccs1)Nc1nc(-c2ccccc2)cs1	-2.9	3.5	-2.8	0.1	7.8	3.1	0.8	-0.4	6.2
O=C(Nc1ccccc1F)c1ccc2nc(N3C(=O)CCC3=O)sc2c1	-3.3	-12.0	-0.2	-0.1	-17.2	9.6	0.7	-0.1	3.9
CCc1ccc(NC(=O)COC(=O)/C=C/c2c(C)nn(C3CCS(=O)(=O)C3)c2Cl)cc1 (configuration not stated)	0.2	-4.1	1.2	-1.8	-7.5	0.1	0.4	-0.4	0.2
CC(SC(=S)N1CCOCC1)C(=O)O (configuration not stated)	-3.0	-13.5	-1.3	-2.2	-27.6	-7.1	0.0	-1.1	-6.7
O=C(NC1CC1)C1CC(=O)N(c2ccc(F)cc2)C1 (configuration not stated)	0.3	7.4	2.1	1.7	9.9	3.5	-5.3	3.4	2.4
COC(=O)C(C(=O)OC)c1ccc(N)cc1	-4.5	8.3	-1.1	-0.4	5.2	-2.3	0.9	17.9	-5.9
Cc1[nH]c(C)c(S(=O)(=O)N(C)Cc2ccccc2)c1C(=O)N1CCCC1	1.0	-2.7	-4.8	1.8	-5.0	-5.7	0.5	-0.2	0.8
O=[N+]([O-])c1c(Nc2ccc(O)cc2)cc(N2CCOCC2)c2nonc12	-1.4	4.5	4.9	-3.1	4.6	-3.7	1.2	-4.0	4.0
COC(=O)c1ccc(-n2c(CCC(=O)O)ccc2-c2ccc(C)cc2)cc1	4.2	1.1	1.9	1.4	-4.3	-7.6	-0.7	0.2	-3.2
